# Assay outcomes: PubChem BioAssay, National Center for Advancing Translational Sciences (NCATS)
# HT1080 IDH1KD tx: kills HT-1080 cells with IDH1 knockdown | Potency, µM (doses to about 46.1 µM), without a hit: at the highest dose activity, negative = toxicity, most hits filed as cytotoxic | HT-1080 IDH1 knockdown viability, ATP luminescence, 48 h | hit rate 2% among 360,000;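 also: potency is read from the fitted curve at half-maximal effect; 0% = DMSO wells and -100% = cell-free medium wells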
#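 Luminescent ATP read-out (CellTiter-Glo, 10 min at room temperature) after 48 h compound exposure at 37 °C gave viability of IDH1-knockdown HT-1080 cells. Activity was normalised to DMSO and cell-free wells, then fitted as concentration-response curves.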
# MCF10A rerep: DNA re-replication induction in MCF 10a cells | MCF 10A DNA re-replication, Hoechst nuclear intensity, 48 h | Potency, µM (top dose mostly 46.1 µM), for inactives: at the highest dose activity, positive = re-replication, actives largely listed as activators | hit rate 2.9% among 350,000 | AID 624296; also: potency is read from the fitted curve at half-maximal effect; % of control where 0% means no effect; nearly all actives have a fitted effect of over 50% in size
# ATXN2 expr inh: inhibitors of ATXN2 expression; hit rate 0.72% among 360,000; Potency, µM (top dose mostly 57 µM), for inactives: at the highest dose activity change, negative = inhibition, actives largely listed as inhibitors; HEK-293 ATXN2-luciferase reporter, luminescence, 24 h; also: potency is read from the fitted curve at half-maximal effect; % is scaled to controls: 0 for no effect and ±100 for the full control effect; nearly all actives have a fitted effect of over 55% in size
#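 ATXN2-luciferase reporter cells (luciferase flanked by upstream and downstream ATXN2 gene portions) were treated 24 h at 37 °C with compounds at up to 57 uM. SteadyGlo luminescence gave expression; GF-AFC fluorescence gave viability.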
# WRN inhibitor: WRN helicase (human) inhibition; AID 651768; WRN helicase unwinding, fluorescent forked duplex, kinetic; Potency, µM (series often up to 114 µM), without a hit: at the highest dose activity change, negative = inhibition, actives largely listed as inhibitors; hit rate 0.46% among 360,000; Q14191; also: potency is read from the fitted curve at half-maximal effect; % is scaled to controls: 0 for no effect and ±100 for the full control effect; nearly all actives have a fitted effect of over 55% in size
# Target sequence (Q14191 whole entry, looked up): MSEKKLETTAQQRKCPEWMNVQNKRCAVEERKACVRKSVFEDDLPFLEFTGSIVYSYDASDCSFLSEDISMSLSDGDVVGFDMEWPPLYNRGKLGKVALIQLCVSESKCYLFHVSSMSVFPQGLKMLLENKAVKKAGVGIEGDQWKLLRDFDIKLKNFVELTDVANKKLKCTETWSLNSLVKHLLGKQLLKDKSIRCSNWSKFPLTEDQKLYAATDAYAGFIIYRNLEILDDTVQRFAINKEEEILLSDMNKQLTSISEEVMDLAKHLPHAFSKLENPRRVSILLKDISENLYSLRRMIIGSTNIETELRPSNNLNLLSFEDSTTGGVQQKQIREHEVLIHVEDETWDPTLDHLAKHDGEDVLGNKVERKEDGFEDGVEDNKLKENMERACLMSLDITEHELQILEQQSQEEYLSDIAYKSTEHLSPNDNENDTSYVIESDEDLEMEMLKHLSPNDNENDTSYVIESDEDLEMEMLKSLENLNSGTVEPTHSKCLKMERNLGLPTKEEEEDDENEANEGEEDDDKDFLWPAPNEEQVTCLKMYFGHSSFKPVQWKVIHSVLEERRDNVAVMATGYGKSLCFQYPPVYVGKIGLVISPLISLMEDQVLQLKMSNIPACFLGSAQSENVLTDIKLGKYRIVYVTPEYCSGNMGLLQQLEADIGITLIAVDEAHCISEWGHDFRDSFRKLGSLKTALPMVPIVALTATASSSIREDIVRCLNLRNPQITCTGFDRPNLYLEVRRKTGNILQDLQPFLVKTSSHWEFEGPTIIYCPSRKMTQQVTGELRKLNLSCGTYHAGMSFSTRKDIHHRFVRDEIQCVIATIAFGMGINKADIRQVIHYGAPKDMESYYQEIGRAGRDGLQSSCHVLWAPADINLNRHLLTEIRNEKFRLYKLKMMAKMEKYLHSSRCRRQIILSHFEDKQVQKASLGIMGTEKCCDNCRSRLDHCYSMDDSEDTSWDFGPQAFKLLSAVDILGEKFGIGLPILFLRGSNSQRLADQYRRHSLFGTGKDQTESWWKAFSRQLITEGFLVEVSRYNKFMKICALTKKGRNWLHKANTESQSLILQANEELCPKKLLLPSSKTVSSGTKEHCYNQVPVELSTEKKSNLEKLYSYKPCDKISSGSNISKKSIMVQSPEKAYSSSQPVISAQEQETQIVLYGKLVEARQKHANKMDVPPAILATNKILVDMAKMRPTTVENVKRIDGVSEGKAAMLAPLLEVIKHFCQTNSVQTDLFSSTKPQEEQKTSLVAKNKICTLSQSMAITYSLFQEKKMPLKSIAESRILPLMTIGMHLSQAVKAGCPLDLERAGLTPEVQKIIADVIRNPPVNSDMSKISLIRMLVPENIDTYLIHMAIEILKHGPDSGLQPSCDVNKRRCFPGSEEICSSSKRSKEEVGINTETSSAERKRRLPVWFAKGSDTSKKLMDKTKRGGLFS
#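 WRN at 20 nM final was preincubated with compound for 15 min at room temperature; reaction started with 100 nM forked duplex oligonucleotide carrying fluorophore and quencher plus 2 mM ATP (final). Unwinding followed kinetically by red fluorescence (ex 525/em 598 nm).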
# SW480 rereplic: DNA re-replication induction in SW480 cells; Potency, µM (highest dose often 46.1 µM), inactives show at the top dose re-replication activation, actives largely listed as activators; hit rate 1.8% among 340,000; SW480 DNA re-replication, Hoechst DNA content imaging, 48 h; also: potency is read from the fitted curve at half-maximal effect; % of control where 0% means no effect; nearly all actives have a fitted effect of over 55% in size
#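 Readout is total intensity of Hoechst-stained nuclei, excited at 405 nm and collected at 500-530 nm. Compound treatment lasted 48 hr at 37 C in 5% CO2 before staining.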
# HT1080NT lethal: kills 2HG-producing HT-1080-NT fibrosarcoma cells. Potency, µM (series often up to 46.1 µM), without a hit: at the top dose activity, negative = less viability, most hits filed as cytotoxic. hit rate 1.6% among 360,000. HT-1080-NT fibrosarcoma viability, CellTiter-Glo ATP luminescence, 48 h;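 also: NT is the 2HG producing partner of a matched IDH1 knockdown line; potency is read from the fitted curve at half-maximal effect; 0% = DMSO-treated cells and -100% = media-only wells without cells; nearly all actives have a fitted effect of over 55% in size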
#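 HT-1080-NT; 750 cells/well; 5% FBS RPMI; 48 h compound, 37 degrees C; CellTiter-Glo luminescence; curve fitting and curve-class assignment.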
# KB-V1 MDR tox: kills drug-selected multidrug resistant KB-V1 cells. KB-V1 MDR cells viability, CellTiter-Glo, 72 h. Potency, µM (series often up to 46.1 µM), without a hit: at the highest dose activity change, negative = cytotoxicity, hits mostly cytotoxic. hit rate 3.4% among 400,000; also: potency is read from the fitted curve at half-maximal effect; % is scaled to controls: 0 for no effect and ±100 for the full control effect; nearly all actives have a fitted effect of over 60% in size
#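 Readout: CellTiter-Glo luminescence, 10 min after addition. Cells: KB-V1 MDR subline, 72 h at 37 degrees C with compound. Analysis: corrected, normalized data fitted to concentration-effect curves.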
# KB-3-1 tox: kills parental KB-3-1 adenocarcinoma cells. KB-3-1 viability, CellTiter-Glo ATP luminescence, 72 h. Potency, µM (highest dose often 46.1 µM), without a hit: at the top dose activity change, negative = cytotoxic, actives largely listed as cytotoxic. hit rate 1.4% among 400,000. AID 1347075; also: potency is read from the fitted curve at half-maximal effect; % is scaled to controls: 0 for no effect and ±100 for the full control effect; nearly all actives have a fitted effect of over 60% in size
#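 Cytotoxicity in the drug-sensitive parental line KB-3-1 was scored as loss of CellTiter-Glo luminescence following 72 h incubation with compound. Values come from curve fitting of normalized concentration-response data.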
# IL-1B inflam inh: blocks inflammasome-driven IL-1 beta release; hit rate 4.7% among 360,000; THP-1 LPS/ATP IL-1B secretion, AlphaLISA, 16 h; hits give low values; activity change, % at 57.5 µM; in the data active = activity change below about -50%; inconclusive = mostly about -30% to -49%; also: % is scaled to controls: 0 for no effect and ±100 for the full control effect
#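 THP-1 cells pretreated 1 hr with compounds (up to 57.5 uM final), then stimulated with LPS (250 ng/mL final) plus ATP (1.25 mM final); secreted IL-1B measured by AlphaLISA after 16 hr, decreased signal indicating inhibition.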
# The depositor's hits bear a star; ? = inconclusive; . = not tested or not shown; & = joins results of further samples; [ ] = remark or other dose. Unless noted, calls follow the shape of the dose curve; as a rule, active = well fitted curve in the direction sought with a large enough effect; inconclusive = small, poorly fitted or top-dose-only effect, or another doubt; inactive = no such curve, though single readings can be large; an effect the other way counts as inactive or inconclusive.
SMILES,HT1080 IDH1KD tx,MCF10A rerep,ATXN2 expr inh,WRN inhibitor,SW480 rereplic,HT1080NT lethal,KB-V1 MDR tox,KB-3-1 tox,IL-1B inflam inh
CCC(=O)N1CCc2cc(S(=O)(=O)CCC(=O)Nc3ccc(F)c(F)c3)ccc21,-0.9%,-5.0%,3.1%,6.7%,-3.0%,3.3%,-7.1%,2.6%,-5.3
O=C(c1cccc(S(=O)(=O)N2CCOCC2)c1)N(Cc1nnc(-c2ccccc2Cl)o1)C1CC1,-8.7%,-22.5%,-4.1%,-3.9%,?,-9.4%,?,-10.2%,-1.9
Cc1cc(C)nc(NC(=O)/C=C/c2ccc3c(c2)OCO3)c1,4.61µM*,?,34.3%[activator],0.1%,-1.0%,?,?,?,-11.5
Cc1cccc(C(=O)Nc2nnc(S(=O)(=O)N3CCC(C)CC3)s2)c1,-0.5%,17.5%,-10.3%,-3.4%,3.3%,-13.4%,9.7%&6.3%,-1.9%&-7.0%,25.2
O=[N+]([O-])c1ccc(-c2nnc(-c3ccccc3)c(N3CCOCC3)n2)cc1,3.4%,5.6%,-18.7%,3.9%,-5.0%,2.8%,11.6µM*,11.0%,6.2
CCCC(=O)NC(=S)Nc1c(C)cc(Br)cc1C,-3.7%,2.4%,1.9%,0.4%,15.2%,0.4%,?,18.4µM*,73.0
CN1C(=O)[C@@](O)(c2cn(C)c3ccccc23)c2cc(F)ccc21,-19.0%,.,.,-6.5%,.,0.0%,-3.6%,1.2%,-0.8
Cc1cn([C@H]2C[C@H](O)[C@@H](/C=C/C(=O)NCc3ccco3)O2)c(=O)[nH]c1=O,5.4%,.,11.2%,-5.3%,.,0.3%,3.6%,0.0%,0.0
CC1CC(C)CN(S(=O)(=O)c2ccc(C(=O)N3CC(C)OC(C)C3)cc2)C1 (centres undefined),2.3%,-0.7%,2.0%,-3.2%,2.6%,2.6%,-15.2%,-5.0%,2.8
Cc1cc(N2CCC(C(=O)Nc3ccc(F)cc3)CC2)nc(-c2ccccc2)n1,?,?,-11.9%,8.1%[57.1 µM],-3.0%,-11.3%,-23.4%,-24.8%,-53.3*
COc1ccccc1OCCNc1cc(N2CCCCC2)ccc1[N+](=O)[O-],0.0%,0.4%,3.2%,-10.3%[57.1 µM],-0.9%,1.3%,?,0.8%,-26.2
O=C(CSc1ccccc1)Nc1cccc(S(=O)(=O)N2CCCCC2)c1,-0.7%,23.0%,-19.7%,-4.8%,0.5%,-9.7%,3.3%,5.2%,0.0
CC(C)N(Cc1ccccc1)C(=O)COC(=O)c1ccc(S(=O)(=O)N2CCOCC2)cc1,10.3%,-2.2%,6.3%,4.7%,-3.6%,15.4%,26.0%,0.0%,3.8
N#Cc1cccc(NC(=O)c2cc(C3CCCCN3C(=O)CCCc3ccccc3)on2)c1 (centres undefined),-5.9%,.,-24.1%,0.8%,.,3.7%,-1.7%,0.0%,?
CCN(Cc1ccccc1)C(=O)CN1C(=S)NC(C)(C)CC1C (centres undefined),1.0%,1.5%,19.5%,-0.6%,-1.1%,6.9%,?,-0.1%,20.6

# Two of the compounds above, with each value named.
CC1CC(C)CN(S(=O)(=O)c2ccc(C(=O)N3CC(C)OC(C)C3)cc2)C1 (centres undefined)
  HT1080 IDH1KD tx: 2.3%; MCF10A rerep: -0.7%; ATXN2 expr inh: 2.0%; WRN inhibitor: -3.2%; SW480 rereplic: 2.6%; HT1080NT lethal: 2.6%; KB-V1 MDR tox: -15.2%; KB-3-1 tox: -5.0%; IL-1B inflam inh: 2.8

O=[N+]([O-])c1ccc(-c2nnc(-c3ccccc3)c(N3CCOCC3)n2)cc1
  HT1080 IDH1KD tx: 3.4%; MCF10A rerep: 5.6%; ATXN2 expr inh: -18.7%; WRN inhibitor: 3.9%; SW480 rereplic: -5.0%; HT1080NT lethal: 2.8%; KB-V1 MDR tox: 11.6µM*; KB-3-1 tox: 11.0%; IL-1B inflam inh: 6.2

# (further entries)
SMILES,HT1080 IDH1KD tx,MCF10A rerep,ATXN2 expr inh,WRN inhibitor,SW480 rereplic,HT1080NT lethal,KB-V1 MDR tox,KB-3-1 tox,IL-1B inflam inh
CC(C)(C)OC1NS(=O)(=O)OCC1NCOC(Cl)(Cl)Cl (centres undefined),0.0%,?,-4.5%,-1.4%,-3.2%[9.22 µM],1.7%,-1.3%,-2.8%,-23.4
COc1ccc(S(=O)(=O)N(CC(=O)N/N=C/c2ccccc2C(=O)O)c2ccccc2OC)cc1,14.2%,1.4%,-8.3%,1.5%,-2.4%,0.9%,-2.6%,-25.5%,3.6
O=C1C=C(NNC(=O)c2cccnc2)CC(c2ccco2)C1 (centres undefined),3.0%,-19.0%,-4.3%,-10.0%,-13.4%,5.0%,?,9.8%,15.6
Cc1ccc(C2C(C(=O)c3cc4ccccc4o3)=C(O)C(=O)N2CCN2CCOCC2)cc1 (centres undefined),7.9%,20.6µM*,.,-4.1%,-0.5%,2.8%,21.6%,0.1%,-11.2
C=CCn1c(SCC(=O)Nc2cccc3ccccc23)nnc1-c1cnccn1,4.0%,8.1%,-2.4%,-0.8%,-5.3%,4.8%,-14.9%,10.4%,-13.4
COCCNC(=O)c1ccc(Cl)c(Cl)c1,1.0%,6.8%,-1.4%,3.8%,-5.8%,10.0%,-4.7%,-0.8%,-8.6
CCN(CC)S(=O)(=O)c1ccc(NS(=O)(=O)c2ccc(O)c([N+](=O)[O-])c2)cc1,-2.1%,6.2%,-12.6%,-12.8%,-4.0%,7.5%,?,0.0%,19.8
CN(C)c1cccc2c1c(NC(=O)Nc1ccc(F)cc1F)nn2C,3.7%,1.6%,.,-3.3%,9.7%,3.5%,-9.8%,-2.1%,-53.0*
CC(=O)N/C(=C/c1ccc2c(c1)OCO2)C(=O)NCC(=O)O,9.3%,6.6%,3.4%,0.7%,-7.0%,14.1%,-0.3%,4.0%,-5.5
Nc1cc(-c2ccccc2)nn1Cc1ccccc1,-3.7%,-0.7%,-10.2%[11.3 µM],-27.2%,1.8%,-6.9%,?,-17.5%,?
CCc1ccc(CN2CCC(n3nccc3NC(=O)c3ccc4c(c3)OCO4)CC2)cc1,-1.6%,?,-13.4%,-1.1%,-2.6%,-0.2%,?,4.4%,-55.6*
Cc1ccc(C)c(NC(=S)NNC(=O)c2csc(C(C)C)c2)c1,9.8%,?,18.0%,-5.8%,0.6%,1.1%,-25.0%,0.0%,-5.8
CCOC(=O)CSC(C)C(=O)Nc1nnc(C(C)C)s1 (centres undefined),5.8%,-2.9%,5.3%,-5.5%,0.4%,-5.6%,-3.4%,13.8%,32.8
Cc1ccc(NC(=S)N2CCCC2)cc1C,12.3%,0.0%,19.2%,4.0%,-9.1%,8.7%,0.0%,8.0%,22.5
Cc1ccc(S(=O)(=O)Nc2ccc(C(=O)NCc3ccccn3)cc2)cc1,8.6%,-2.1%,6.4%,0.5%,-1.6%,6.1%,-6.6%,19.2%,14.3
O=C1C[C@@H]2c3c(cccc3CN1Cc1ccccc1Cl)C[C@@H](O)[C@H]2O,4.0%,2.5%,6.2%,9.4%,-10.7%,7.6%,-1.0%,1.5%,9.8
COc1cc(OC)cc(C(=O)N[C@H](C(=O)Nc2ccc(F)cc2F)C(C)C)c1,0.6%,?,.,1.6%,-0.3%,-5.0%,0.0%,5.5%,-10.8
O=C(NCCS(=O)(=O)NCc1ccc(Cl)cc1)c1ccccc1,-0.5%,7.3%,1.3%,-4.5%,?,-5.8%,-1.2%,-1.4%,-15.1
CSCc1c(C(=O)NC2CCCc3ccccc32)oc2ccccc12 (centres undefined),1.9%,?,9.7%,-1.8%,10.4%,2.3%,0.0%,-24.5%,-7.4
O=C(Nc1cccc(C(=O)N2CCN(Cc3ccccc3)CC2)c1)c1ccccc1,-1.0%,3.7%,4.5%,5.3%,?,1.0%,-16.2%,3.6%,-18.7
CC(C)(C)c1ccc(C(=O)CCC(=O)NCc2ccccc2)cc1,?,?,-4.5%,-10.2%,74.2%,?,0.0%,?,10.5
COc1ccc([C@H]2C[C@H](O)[C@@H](n3cc(-c4ccc(F)cc4)nn3)CN2Cc2cccs2)cc1,4.61µM*,.,15.8µM*,-25.0%,.,2.91µM*,?,?,-61.5*
NC(=O)c1cc2n(n1)C(C(F)(F)F)CC(c1ccco1)N2 (centres undefined),16.4%,-5.7%,-3.8%,0.5%,-3.3%,14.3%,?,?,2.3
COc1ccc(NC(=O)CN2C(=O)CSc3ncccc32)cc1,2.0%,-1.0%,-11.7%,1.5%,-15.1%,10.2%,-6.8%,-24.1%,10.4
CCCNC(=O)c1ccc2c(c1)C1C3CCC(C3)C1C(c1ccccc1)N2 (centres undefined),-21.6%,?,-29.2%,-7.7%,16.2%,-15.9%,20.6µM*,?,?
CC(C)(C)c1ccccc1OCC(O)CN1CCN(c2ccccn2)CC1 (centres undefined),-1.0%,-4.4%,?,-11.7%,-17.1%,-0.3%,-4.0%,-0.6%,-8.9
O=C(Cc1ccc([N+](=O)[O-])cc1)N/N=C/c1cccs1,8.8%,-3.8%,3.1%,-7.4%,-18.0%,5.3%,29.0%,15.5%,-19.9
COc1ccc(S(=O)(=O)Nc2cccc(N(C)S(C)(=O)=O)c2)cc1Br,-1.0%,1.2%,-10.9%,2.3%,-2.0%,1.3%,14.6µM*,-13.3%,-6.8
CC(NC(C)c1ccccc1Cl)C(=O)Nc1cccc(S(=O)(=O)N2CCCCC2)c1 (centres undefined),?,-0.3%,.,-6.5%,2.9%,-25.2%,?,0.0%,-2.9
COc1ccc2cc(C(=O)NCc3ccco3)c(=Nc3ccc(C(=O)O)cc3)oc2c1,-15.1%,15.7%,-6.7%,-8.6%,1.2%,-9.9%,2.7%,9.2%,-4.3
